# High-throughput results deposited in PubChem BioAssay by Southern Research Specialized Biocontainment Screening Center.
# H1N1 NS1A inhibition – H1N1 influenza NS1A inhibitors, functional cell based assay (AID 504329) | NS1A functional cell-based assay, percent inhibition; higher % means a stronger effect | inhibition, % at 12.5 µM; hits with a dose series show IC50 in µM | 340,000 compounds, 0.3% hits; in the data active = a potency from the dose series; inconclusive = inhibition above about 27% without an active follow-up result; note: strong numbers were not always called active
# tuberculosis growth – growth inhibition of non-replicating M. tuberculosis (AID 488890); Mycobacterium tuberculosis non-replicating, growth inhibition; higher % means a stronger effect; one-dose inhibition, % at 25 µM; IC50 in µM for titrated hits; 320,000 compounds, 0.39% hits; in the data active = a potency from the dose series; inconclusive = inhibition mostly from about 82% at the one dose, without a potency; inactive = the rest, 99 in 100 with inhibition below about 76%;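 note: plate controls were DMSO cells for no effect and high antibiotic wells for full effect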
# M. tuberculosis HTS – M. tuberculosis growth inhibition, HTS (AID 449762); 330,000 compounds, 0.59% hits; M. tuberculosis H37Rv growth inhibition, 7H9 media; higher % means a stronger effect; one-dose inhibition, % at 25 µM; IC50 in µM for titrated hits; in the data active = a potency from the dose series; inconclusive = inhibition above about 70% without an active follow-up result;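 note: bacterial growth assessed after seven days of incubation; strong numbers were not always called active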
# VEEV TC-83 Vero – inhibitors of VEEV TC-83 cytopathic effect, confirmation, Vero cells (AID 588727); Vero cells, VEEV TC-83 cytopathic effect inhibition; higher % means a stronger effect; inhibition, % at 20 µM, or IC50 in µM where a hit was titrated; 350,000 compounds, 0.13% hits; in the data active = a potency from the dose series; inconclusive = inhibition mostly from about 14% at the one dose, without a potency; inactive = the rest, 99 in 100 with inhibition below about 12%; note: strong numbers were not always called active
# Salmonella PhoP GFP – PhoP regulon inhibitors, Salmonella typhi PhoP promoter GFP reporter, confirmatory (AID 1850) | Salmonella Typhi PhoP-promoter GFP reporter, fluorescence, 4 h; higher % means a stronger effect | 310,000 compounds, 0.33% hits | one-dose inhibition, % at 50 µM; IC50 in µM for titrated hits; in the data active = a potency from the dose series; inconclusive = inhibition mostly from about 25% at the one dose, without a potency; inactive = the rest, 99 in 100 with inhibition below about 19%;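 note: 0% = induced wells with vehicle and 100% = uninduced wells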
# VEEV TC-83 Vero 10K pilot screen – further read-out of VEEV TC-83 Vero, marked with its call; inhibition, %; measured here: 10K pilot screen inhibition
# * hit, by the source's call; i = inactive; u = inconclusive; x = not tested or not shown.
SMILES,H1N1 NS1A inhibition,tuberculosis growth,M. tuberculosis HTS,VEEV TC-83 Vero,Salmonella PhoP GFP,others
CCN1C(=NCCOC)N[C@@H](c2cccc(C(F)(F)F)c2)C(C(=O)OC)=C1C,3%,51%,-2%,0.3%,x,
Cc1cccc(-c2nnc(SCC(=O)N3CCOCC3)o2)c1,-1%,u,-8%,0.9%,4%,
Cc1cc(C)c(S(=O)(=O)NCCOc2ccccc2)c(C)c1-n1cnnn1,-4%,-3%,-2%,3.6%,0%,
COc1ccccc1Nc1ncnc2c1c(C)c(C)n2CCO,-4%,4%,0%,0.7%,2%,
O=C(O)Cn1c(SC2CCCCC2)nc2ccccc21,-21%,-6%,-4%,0.7%,-7%,
Cc1ccc(C(=O)O)cc1[N+](=O)[O-],-23%,8%,-5%,0.4%,x,
COc1cc([N+](=O)[O-])ccc1NC(=O)/C=C/C(=O)O,10%,4%,-12%,2.2%,-5%,
NC(=O)c1ccsc1NC(=O)COC(=O)COc1ccccc1[N+](=O)[O-],-8%,-4%,-2%,0.2%,x,
COc1ccc(-c2cnc(SCC(=O)Nc3cc(C)on3)n2Cc2ccco2)cc1,24%,76%,13%,0.3%,5%,
Cc1ccc(NC(=S)N/N=C2\CC(C)(C)Oc3ccc(O)cc32)cc1,-9%,31%,-1%,1.1%,-10%,
O=S1(=O)[C@H]2C[C@@H]3C=C[C@@]2(CN1Cc1ccccc1F)O3,-17%,-12%,3%,1.7%,2%,
O=C(CNC(=O)c1cccc(S(=O)(=O)N2CCc3ccccc32)c1)Nc1ccc(F)c(F)c1F,-4%,x,x,u,x,
COCCn1c(COc2ccc(OC)cc2)nc2ccccc21,-4%,5%,-6%,0.6%,-13%,
CCCCCCn1c(N)c(C#N)c2ccc([N+](=O)[O-])cc2c1=O,-5%,27%,2%,0.7%,4%,
Cc1ccc(S(=O)(=O)Nc2nc3ccccc3nc2N2CCN(c3ccccc3F)CC2)cc1,-1%,17%,-3%,1.8%,-2%,
O=C(CS(=O)(=O)c1ccccc1)Nc1ccccn1,-12%,6%,-2%,0.8%,5%,
COc1c([N+](=O)[O-])cc(C(=O)NNC(=O)c2ccc(C)cc2)cc1[N+](=O)[O-],-14%,25%,70%,0.1%,3%,
O=C(c1ccccc1OCc1ccc(Cl)cc1)N1CCN(c2ccccn2)CC1,-1%,5%,1%,6.8%,-4%,
CCOC(=O)CN1C(=O)C2(C(C#N)=C(N)Oc3ccccc32)C(C(=O)OC)=C1C (centres undefined),-6%,17%,-11%,0.6%,-5%,
Cc1csc(NC(=O)CCNC(=O)c2ccccc2Cl)n1,-1%,3%,2%,0.1%,-20%,
COc1ccc(-c2nnc(SCC(=O)NC(=O)NCc3ccco3)o2)cc1,7%,u,u,1.7%,1%,
O=C(CNC(=O)c1ccccc1F)OCc1nc2ccccc2s1,-5%,23%,13%,0.2%,-7%,
CCNC(=O)Cc1c(OC)ccc2cc(Br)ccc12,-21%,1%,2%,i,-7%,
S=C(NCCc1ccccc1)Nc1ccc(Cl)cc1,-2%,u,13%,0.9%,-6%,
CCOc1ccc(OCCC(=O)NNC(=O)c2nn(C)c(=O)c3ccccc23)cc1,-1%,-11%,0%,2.4%,-5%,
Cc1ccccc1C(=O)/C=C1/SCC(=O)N1C,3%,-4%,-2%,1.5%,11%,
CC(C)(C)c1ccccc1OCCOCCN1CCCCCC1,-9%,i,2%,i,3%,
CC(=O)Nc1ccc(OC(=O)c2cc([N+](=O)[O-])ccc2Cl)cc1,8%,x,x,i,-2%,
COc1ccc(C2NC3=C(CCC3)C3(C#N)C4(N=C(N)C23C#N)OCCO4)cc1 (centres undefined),-3%,-7%,-9%,i,2%,VEEV TC-83 Vero 10K pilot screen=0.2
COc1cc(C(=O)NCC(=O)OCc2ccccc2Cl)cc(OC)c1OC,1%,19%,0%,2.2%,-7%,

# Next part; the last two above are carried over.
SMILES,H1N1 NS1A inhibition,tuberculosis growth,M. tuberculosis HTS,VEEV TC-83 Vero,Salmonella PhoP GFP,others
COc1ccc(C2NC3=C(CCC3)C3(C#N)C4(N=C(N)C23C#N)OCCO4)cc1 (centres undefined),-3%,-7%,-9%,i,2%,VEEV TC-83 Vero 10K pilot screen=0.2
COc1cc(C(=O)NCC(=O)OCc2ccccc2Cl)cc(OC)c1OC,1%,19%,0%,2.2%,-7%,
CCN(CC)C(=O)Oc1ccccc1NC(C)=O,-5%,-2%,4%,0.0%,0%,
Cc1ncc(S(=O)(=O)C(C)(C)C)c(N)n1,-1%,-3%,9%,1.7%,4%,
CCCCc1nc2cc(C(=O)NCc3cc(C)n(C)n3)ccc2o1,-2%,12%,3%,2.3%,-6%,
CN(c1nc2ccccc2nc1Cl)S(=O)(=O)c1ccccc1,-4%,2%,9%,i,2%,
O=C(CSc1nc(-c2cccs2)nc2ccccc12)NC1CCS(=O)(=O)C1 (centres undefined),-3%,-10%,2%,i,x,
O=C(CCNS(=O)(=O)c1ccc(Br)s1)NCc1ccccc1,-3%,-3%,1%,0.8%,3%,
COc1ccc(N(CC(=O)NCCOc2ccccc2)S(=O)(=O)c2ccc(C)cc2)cc1,-2%,4%,4%,3.2%,8%,
Clc1cnc(Nc2cccnc2)c(Cl)c1,-6%,17%,2%,1.0%,4%,
O=C(c1ccco1)N1CCN(C(=O)c2ccc(COc3ccc(Cl)cc3Cl)o2)CC1,9%,x,66%,2.5%,16%,
Cc1cc(C)cc(S(=O)(=O)Cc2noc(C(=O)NCc3ccccc3)c2C(=O)NCc2ccccc2)c1,-16%,-17%,-6%,0.6%,x,
CCN(CC)P(=O)(Nc1ccccc1Br)c1ccc(N(C)C)cc1NC(=O)c1ccco1 (centres undefined),0%,9%,-6%,3.5%,-5%,
Nc1cccc(C(=O)Nc2ccc(N)cc2Cl)c1,-5%,1%,-4%,1.4%,0%,
CCCCN(CC)CCNS(=O)(=O)c1ccc2c(c1)oc(=O)n2C,-1%,-12%,-1%,2.9%,3%,
Cc1ccc(S(=O)(=O)Cn2cnnn2)cc1,10%,-4%,-7%,1.6%,-4%,VEEV TC-83 Vero 10K pilot screen=1.0
O=C(c1ccc(Cl)nc1)c1cccs1,x,-5%,u,x,-3%,
COc1ccc(C(=O)C2CCCN(C(=O)c3noc4c3CCCC4)C2)c(C)c1 (centres undefined),9%,15%,7%,4.1%,-19%,
CCc1ccc(-c2cc(C(=O)Nc3c(C)n(C)n(-c4ccccc4)c3=O)c3ccccc3n2)s1,1%,19%,6%,i,-2%,
Cc1c([N+](=O)[O-])c([N+](=O)[O-])nn1CC(=O)NCc1cccnc1,-4%,x,0%,1.3%,-6%,
O=C(CSc1nnc(-c2c[nH]c3ccccc23)o1)N1CCCCC1,-7%,u,-5%,i,2%,
O=C(c1ccoc1)N1CCC2(CC1)Oc1ccc(Cl)cc1C(=O)C21CC(c2ccccc2)=NO1 (centres undefined),5%,44%,u,0.9%,5%,

# 2 entries picked at random from the list so far:
SMILES,H1N1 NS1A inhibition,tuberculosis growth,M. tuberculosis HTS,VEEV TC-83 Vero,Salmonella PhoP GFP,others
O=C(c1ccoc1)N1CCC2(CC1)Oc1ccc(Cl)cc1C(=O)C21CC(c2ccccc2)=NO1 (centres undefined),5%,44%,u,0.9%,5%,
COc1ccc(C(=O)C2CCCN(C(=O)c3noc4c3CCCC4)C2)c(C)c1 (centres undefined),9%,15%,7%,4.1%,-19%,

# (continued)
SMILES,H1N1 NS1A inhibition,tuberculosis growth,M. tuberculosis HTS,VEEV TC-83 Vero,Salmonella PhoP GFP,others
Cc1nc(C(=O)Nc2ccccc2)sc1C1(C)CC(c2cccnc2)=NO1 (centres undefined),-6%,-20%,5%,2.8%,6%,
CCCCC(=O)Nc1ccc(C(=O)N2CCC(C(=O)OCC)CC2)cc1,-10%,-2%,2%,i,-12%,
CC1CCCC(NC(=O)CN2C(=O)NC(C)(c3ccccc3)C2=O)C1C (centres undefined),3%,x,x,1.0%,x,
O=C(Nc1ccc(N2CCCCC2)c(Cl)c1)c1ccc(N2CCOCC2)c([N+](=O)[O-])c1,6%,46%,u,1.8%,1%,
COc1ccc(N2CCN(C(=O)c3cc4c(s3)-c3ccccc3OC4)CC2)cc1,-1%,-15%,-6%,i,-5%,
CCn1c(SCC(=O)N/N=C/C=C/c2ccco2)nnc1-c1ccccc1,6%,-8%,-11%,0.1%,14%,
CNS(=O)(=O)c1cccc(C(=O)OCC(=O)NC2CCCC2)c1,-16%,-5%,3%,i,14%,
COc1cc(/C=C/C(=O)Nc2nc3ccc(S(=O)(=O)N(C)C)cc3s2)cc(OC)c1OC,10%,-2%,6%,1.2%,-8%,
C[C@]12CCC(O)CC1CCC1C2CC[C@]2(C)C(c3cc(C(F)(F)F)n[nH]3)CCC12 (some centres undefined),4%,51%,-3%,i,-3%,
CN(Cc1ccccc1)C(=O)[C@@H]1CCCN1S(=O)(=O)c1ccc(Cl)cc1,3%,-4%,-1%,0.5%,11%,
N#Cc1c(N2C(=O)C3C4C=CC(C4)C3C2=O)sc2c1CCC2 (centres undefined),-15%,16%,-13%,i,1%,
O=[N+]([O-])c1ccc(-c2ccc(/C=N/n3cnnc3)o2)c(Br)c1,-2%,11%,1%,0.4%,1%,
C/C(=N/OC(=O)c1c(-c2c(Cl)cccc2Cl)noc1C)c1cnccn1,6%,-5%,-2%,i,4%,
CC(Oc1ccc(Cl)cc1Cl)c1nc(-c2ccc(NC(=O)c3ccncc3)cc2)no1 (centres undefined),7%,u,u,i,-17%,
CSCC[C@H](NC(=O)C1CCN(C(=O)[C@@H](N)Cc2ccccc2)CC1)C(=O)O,-1%,3%,2%,0.9%,1%,
CCOC(=O)c1ccc(NC(=O)N2CCCCC2)cc1,3%,5%,-8%,4.9%,15%,
CCC(CC)C(=O)NCCNC(=O)C(CC)CC,-6%,-8%,0%,1.0%,-2%,
CC(Sc1nnnn1C)C(=O)NC(=O)NC1CCCCC1 (centres undefined),-3%,7%,-5%,1.8%,10%,
CCOc1ccc(CCNC(=O)CCc2nnc3ccc(N4CCCCC4)nn23)cc1OCC,6%,x,-13%,5.0%,1%,VEEV TC-83 Vero 10K pilot screen=0.3
COc1ccc([N+](=O)[O-])cc1NC(=O)C(C)OC(=O)CN1C(=O)C2CC=CCC2C1=O (centres undefined),11%,-1%,2%,0.4%,7%,
CCOC(=O)C(NC(C)=O)C(=O)Nc1ccc(C(C)C)cc1 (centres undefined),3%,2%,-4%,0.1%,-1%,
COc1cc(C(=O)NCC2CCCO2)cc(OC)c1OC (centres undefined),24%,1%,0%,2.7%,-6%,
CC1=Nn2c(nnc2-c2ccc(F)cc2)SC1,-2%,-8%,-20%,i,-6%,
O=C(C1CCN(S(=O)(=O)c2cnc[nH]2)CC1)N1CCN(Cc2ccc3c(c2)OCO3)CC1,8%,-9%,1%,1.1%,-19%,
COc1ccc(CNCCS(=O)(=O)NC2CCCCC2)cc1,0%,x,x,0.3%,x,
N=c1c(C(=O)NCC2CCCO2)cc2c(=O)n3ccccc3nc2n1Cc1ccccc1Cl (centres undefined),-2%,8%,7%,9.3%,5%,
O=C(NC(=S)N1CCOCC1)c1ccccc1Cl,-6%,24%,-5%,0.2%,-3%,
Nc1c(N=Nc2cccc(Cl)c2)c(=O)[nH]n1-c1ccccc1,24%,6%,6%,2.3%,1%,
CCCNC(=O)N1[C@H]2CC[C@@H]1C(C(=O)OC)=C(c1ccc(F)cc1F)C2,5%,21%,-5%,2.4%,x,
CCOc1ncccc1C(=O)NCCc1ccc(Cl)cc1,-14%,14%,9%,1.2%,0%,
CC#CCc1cc2ccccc2c(=O)o1,4%,-7%,-7%,0.3%,18%,
CCC(=O)N(Cc1cc2cccc(C)c2[nH]c1=O)c1ccccc1OC,-17%,17%,-3%,1.6%,2%,
Cn1c(SCC(=O)NCc2ccco2)nnc1-c1c[nH]c2ccccc12,-9%,-39%,-17%,1.2%,-3%,
COCCC(=O)N1CCC(Oc2ccc(C(=O)NCCc3cnn(C)c3)cc2)CC1,-7%,-5%,12%,i,-31%,
N#Cc1cc2c(nc1SCC(=O)Nc1sc3c(c1C#N)CCC3)CCCCCC2,2%,5%,54%,2.5%,7%,
COc1ccc(C2(c3ccc(OC)cc3)NC(=O)N(CC(=O)Nc3ccc(N4CCOCC4)cc3)C2=O)cc1,9%,33%,u,5.6%,-10%,
C[C@@H](C(=O)NCc1ccccc1)[C@H]1C[C@]1(C)[C@H](NC(=O)OCc1ccccc1)c1ccccc1,14%,9%,6%,5.2%,-2%,
